# Screening data as filed in PubChem.
# APJ antagonist = antagonists of human APJ apelin receptor | inhibition, % at 20 µM | P35414 | CHO-K1 APJ beta-arrestin complementation, luminescence | 0.32% of 330,000 active;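 active = inhibition above about 40% at 20 µM, limit read from the data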;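 also: cells challenged with 10 nM apelin-13 agonist together with compound; plate controls were apelin-13 plus DMSO wells for no effect and DMSO wells lacking apelin-13 for full effect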
# Target sequence (P35414 whole entry, looked up): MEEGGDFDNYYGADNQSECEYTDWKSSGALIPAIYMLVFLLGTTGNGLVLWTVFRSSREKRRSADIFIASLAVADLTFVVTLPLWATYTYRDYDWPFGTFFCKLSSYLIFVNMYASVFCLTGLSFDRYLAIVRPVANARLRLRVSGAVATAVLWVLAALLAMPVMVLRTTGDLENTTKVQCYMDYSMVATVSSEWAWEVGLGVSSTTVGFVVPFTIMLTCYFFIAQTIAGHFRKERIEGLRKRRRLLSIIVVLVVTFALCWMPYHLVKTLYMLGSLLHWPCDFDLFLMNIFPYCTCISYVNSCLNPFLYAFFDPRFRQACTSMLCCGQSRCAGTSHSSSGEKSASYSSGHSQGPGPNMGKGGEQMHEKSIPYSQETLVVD
# XBP1 UPR activ = activators of adaptive arm of unfolded protein response (XBP1); 0.33% of 330,000 active; CHO-XBP1 luciferase reporter, IRE1-XBP1 UPR activation, luminescence; percent of tunicamycin response, DMSO as zero; activation, % at 20 µM;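 active = versus positive control, 20 µM dose yields 30% or more activation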;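 also: 100% = tunicamycin at 10 µg/mL and 0% = DMSO only wells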
#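 incubation = overnight seeding at 37 °C, 6 h compound treatment at 37 °C | assay system = CHO-XBP1 cells stably carrying IRE1-XBP1-driven luciferase reporter | input = 1000 cells per well | detection = luciferase luminescence | dosing = single point, 20 µM final compound, 1% DMSO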
# tim23-1 inh = tim23-1 yeast growth inhibition. S. cerevisiae tim23-1 growth, BacTiter-Glo luminescence, 24 h. inhibition, % at 20 µM. 1.3% of 330,000 active. AID 463212;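 active = growth inhibition of the mutant yeast at or above 50%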;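 also: temperature-sensitive mutant grown at 25 °C; plate controls were DMSO-treated mutant yeast for no effect and medium wells lacking yeast for full effect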
# UPR CHOP act = activators of apoptotic arm of unfolded protein response (CHOP). CHO-CHOP luciferase reporter, UPR activation, luminescence; percent of tunicamycin response over DMSO baseline. activation, % at 10 µM. 0.34% of 330,000 active. AID 449763;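 active = at 10 µM dose, activation of 40% or more, normalized to positive control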;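 also: 100% = tunicamycin at 10 µg/mL and 0% = DMSO alone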
#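 Evaluation: % reporter activation, DMSO baseline versus tunicamycin full activation; System: CHO-CHOP luciferase reporter cell line; Input: 500 cells/well; Incubation: 6 h compound treatment, 37 °C; Measured by: Steady-Glo luciferase luminescence; Dosing: one dose, 10 µM in 0.5% DMSO; Buffer or medium: F12 medium, 10% FBS; Benchmarks: positive tunicamycin 10 µg/mL, negative DMSO alone.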
# Mdm2 MdmX PPI = human Mdm2/MdmX binding inhibition | SaOS-2 split-luciferase Mdm2/MdmX complementation, luminescence | inhibition, % at 8 µM | 3% of 330,000 active | AID 485346;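 active = inhibition of at least 50% at 8 µM in the primary screen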
# APJ ag = activates the human apelin receptor APJ. P35414. CHO-K1 APJ PathHunter beta-arrestin, luminescence; 0% DMSO wells, 100% apelin. activation, % at 20 µM. 0.11% of 330,000 active. AID 2520;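 active = activation more than six SD over the plate average, tested at 20 µM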;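 also: 0% = DMSO alone and 100% = apelin-13 at 10 nM; some results filed as inactive read as strong as hits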
#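 Incubation: overnight seeding, 90 min compound at 25 °C, 1 h detection; test system: PathHunter CHO-K1 APJ (AGTRL-1) beta-arrestin reporter cells; amount: 1000 cells/well; doses: one dose, 20 µM compound, 1% DMSO; measured by: beta-gal luminescence; measure: agonist-driven arrestin binding to APJ; benchmarks: negative DMSO alone, positive Apelin-13 at 10 nM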
# Jurkat NFkB inh = inhibitors of the PMA/ionomycin-induced NF-kB reporter in Jurkat cells; PMA/ionomycin-induced NF-kB luciferase reporter, luminescence; inhibition, % at 4 µM; 0.53% of 330,000 active; AID 435003; in the data active = inhibition above about 50%
# 697 NFkB inh = lowers PMA/ionomycin-induced NF-kB signal in 697 B cells | 697 B-cell NF-kB luciferase reporter, 16 h | inhibition, % at 4 µM | 0.33% of 330,000 active | AID 435022; in the data active = inhibition above about 35%
# The depositor's hits bear a star; nt = not tested or not shown. No enrichment for hits; any-hit rate near 5%.
SMILES,APJ antagonist,XBP1 UPR activ,tim23-1 inh,UPR CHOP act,Mdm2 MdmX PPI,APJ ag,Jurkat NFkB inh,697 NFkB inh
Cc1ccc(S(=O)(=O)NCC2CCCO2)cc1[N+](=O)[O-] (stereo not given),-16,-3,2,-0.3,0,-1,-4,10
CSCCC(N=C1NS(=O)(=O)c2ccccc21)C(=O)NCc1ccccc1F (stereo not given),-19,-2,20,-1.1,8,-7,7,2
CCOc1ccc(/C=N/NC(=O)CCC(=O)Nc2ccc(F)cc2)cc1,-1,1,14,3.7,17,1,-4,-1
O=C(O)CCNC(=O)/C(=C\c1ccco1)NC(=O)c1ccco1,9,-2,2,-0.4,3,-3,-6,5
O=C(Nc1ccccc1N1CCOCC1)C1CCN(S(=O)(=O)c2cccc(C(F)(F)F)c2)CC1,-6,-4,32,-2.1,12,5,-12,2
CN(C)S(=O)(=O)c1ccc(-c2csc(-c3cccnc3)n2)cc1,0,4,11,1.8,-9,-3,-12,-1
O=C1/C(=C/c2ccncc2)Oc2cc(OS(=O)(=O)c3ccccc3)ccc21,-30,-4,16,1.9,19,5,26,-32
COC(=O)c1ccc(/C=N/OCC(=O)NC2CCCC(C)C2C)cc1 (stereo not given),-2,-3,4,0.8,21,-5,8,5
COC(=O)CNC(=S)NC(=O)c1ccc(C(C)(C)C)cc1,10,0,37,4.3,21,-1,-8,9
O=C(NN1CCOCC1)c1cc(-c2ccccc2)nc2ccccc12,13,-2,-9,-1.8,14,-5,-4,7
CC(C)(C)OC(=O)N[C@H](C(=O)OC(C)(C)C)c1ccc2c(c1)OCO2,12,-1,28,0.7,23,-5,-1,4
Cc1ccc(N2CC(C(=O)NCc3ccccn3)CC2=O)cc1 (stereo not given),-9,-3,5,-1.5,5,3,-4,11
CC1(C)Cc2c(C#N)c(N3CCCC3)nc(-c3ccco3)c2CO1,9,-4,27,-1.5,15,-4,-9,-1
CCOC(=O)C1=C(C)N=c2s/c(=C/c3cccc(OCC(=O)O)c3)c(=O)n2C1c1ccc(F)cc1 (stereo not given),9,-6,26,3.7,6,-3,-5,23
O=C(CSc1ccccc1F)NCCCN1CCCC1=O,-8,0,-4,1.2,-36,4,-2,-2
COc1ccc2[nH]cc(CCNC(=O)Cc3ccc(Br)cc3)c2c1,1,-3,8,-0.3,-6,1,6,-8
O=C(CSc1nnc(COc2ccc(Cl)cc2)o1)OC1CCCCC1,2,-1,2,-0.7,4,7,6,1
CC(C)CCC1(C)NC(=O)N(CC(=O)NCC(=O)Nc2ccc(F)c(F)c2F)C1=O (stereo not given),20,0,-16,-0.4,20,-3,16,13
O=C(NNC(=O)c1ccccc1Br)c1ccncc1,14,-2,12,5.2,-6,-3,2,11
COC(=O)CN1C(=S)N(C)C(=O)C1CC(=O)Nc1ccccc1 (stereo not given),14,0,3,1.7,-12,-3,1,8
C=CCn1c(SCCOC)nc2c1c(=O)[nH]c(=O)n2C,11,-2,-15,1.5,19,4,5,10
CCOc1ccc(-c2n[nH]c(C)c2Oc2ccc(OC)cc2)c(O)c1,30,6,41,4.8,3,-4,10,-14
Cc1cc(-c2ccccc2)nc(SCc2ccc(C(=O)O)cc2)n1,25,-4,21,-1.2,14,-1,1,-22
Cc1cccnc1NC(=O)CN1C(=O)NC(C)(c2ccc3ccccc3c2)C1=O (stereo not given),6,-1,-3,-0.6,10,-7,-10,12
CCN(CC)C(=O)[C@H]1CC(CC(=O)NC(C)(C)C)C(=O)N2CCc3c([nH]c4ccc(OC)cc34)[C@]12C (stereo not given in full),nt,1,29,5.3,9,nt,nt,14
COc1cccc(OCc2cc(C(=O)N3CCN(c4ccccc4OC)CC3)no2)c1,3,0,23,5.7,-66,-2,-38,-88
Cc1cc(C)n2nc(C(=O)NCCc3ccccc3)nc2n1,16,9,-3,2.7,-13,-6,-35,-10
S=c1[nH]nc(-c2ccccn2)n1/N=C/c1cccc(Cl)c1,4,5,24,-0.2,17,-1,0,-7
C=CCOC(=O)C1=C[C@H](c2coc3ccccc3c2=O)[C@@H](CCCO)[C@H](OCC)O1,-50,4,5,1.8,-10,4,7,9
COc1ccc(NC(=O)c2sc(Cl)nc2-c2ccccc2)cc1,-10,0,29,-1.0,12,-1,2,-26
Cc1cc(=O)n2c3ccccc3n(CC(O)CN3CCN(Cc4ccccc4)CC3)c2c1C#N (stereo not given),14,0,3,0.9,-7,5,12,8
CCOc1ccc(/C=N/NC(=O)C(O)c2ccccc2)c(O)c1 (stereo not given),15,-2,16,-0.1,26,0,1,5
Cc1cc(C)nc(NS(=O)(=O)c2ccc(NC(=O)c3cccc(N4C(=O)CCC4=O)c3)cc2)n1,-4,-2,1,0.3,8,-4,-4,-7
COCCNC(=O)C(c1ccc(C)o1)N(CC1CCCO1)C(=O)Cn1nnc2ccccc21 (stereo not given),2,-1,5,0.7,-1,-1,0,23
CCc1cc(C(=O)NCC(c2ccc(OC)cc2)N2CCOCC2)sc1C (stereo not given),5,-1,7,-0.6,-8,-4,-8,-23
Cc1ccc(OCCNC(=O)c2cncc(Br)c2)cc1C,-25,-5,19,-4.9,60*,-4,-20,-29
O=C(Nc1cccnc1Cl)C1=NN(c2ccccc2)C(=O)CC1,-7,-3,13,-0.1,18,-5,-1,-34
CN(Cc1ccc(F)cc1)C(=O)CCc1nnc(-c2ccccc2)o1,0,3,10,2.0,-41,-4,-33,-32
CCc1cc2c(C)cc(=O)oc2cc1Oc1ncccc1[N+](=O)[O-],2,1,5,-0.5,1,-3,5,4
CC(=O)Nc1ccc(/C=N/NC(=O)CCN2CCN(c3ccccc3)CC2)cc1,11,0,-7,-0.3,25,-1,-12,6

# Some of these compounds in order of SMILES length, rising.
SMILES,APJ antagonist,XBP1 UPR activ,tim23-1 inh,UPR CHOP act,Mdm2 MdmX PPI,APJ ag,Jurkat NFkB inh,697 NFkB inh
Cc1ccc(OCCNC(=O)c2cncc(Br)c2)cc1C,-25,-5,19,-4.9,60*,-4,-20,-29
CCc1cc(C(=O)NCC(c2ccc(OC)cc2)N2CCOCC2)sc1C (stereo not given),5,-1,7,-0.6,-8,-4,-8,-23
CC(=O)Nc1ccc(/C=N/NC(=O)CCN2CCN(c3ccccc3)CC2)cc1,11,0,-7,-0.3,25,-1,-12,6

# In the list so far, six have an aryl methoxy group:
SMILES,APJ antagonist,XBP1 UPR activ,tim23-1 inh,UPR CHOP act,Mdm2 MdmX PPI,APJ ag,Jurkat NFkB inh,697 NFkB inh
COc1ccc2[nH]cc(CCNC(=O)Cc3ccc(Br)cc3)c2c1,1,-3,8,-0.3,-6,1,6,-8
CCOc1ccc(-c2n[nH]c(C)c2Oc2ccc(OC)cc2)c(O)c1,30,6,41,4.8,3,-4,10,-14
CCN(CC)C(=O)[C@H]1CC(CC(=O)NC(C)(C)C)C(=O)N2CCc3c([nH]c4ccc(OC)cc34)[C@]12C (stereo not given in full),nt,1,29,5.3,9,nt,nt,14
COc1cccc(OCc2cc(C(=O)N3CCN(c4ccccc4OC)CC3)no2)c1,3,0,23,5.7,-66,-2,-38,-88
COc1ccc(NC(=O)c2sc(Cl)nc2-c2ccccc2)cc1,-10,0,29,-1.0,12,-1,2,-26
CCc1cc(C(=O)NCC(c2ccc(OC)cc2)N2CCOCC2)sc1C (stereo not given),5,-1,7,-0.6,-8,-4,-8,-23

# The listing picks up with the 2 entries that preceded the break.
SMILES,APJ antagonist,XBP1 UPR activ,tim23-1 inh,UPR CHOP act,Mdm2 MdmX PPI,APJ ag,Jurkat NFkB inh,697 NFkB inh
CCc1cc2c(C)cc(=O)oc2cc1Oc1ncccc1[N+](=O)[O-],2,1,5,-0.5,1,-3,5,4
CC(=O)Nc1ccc(/C=N/NC(=O)CCN2CCN(c3ccccc3)CC2)cc1,11,0,-7,-0.3,25,-1,-12,6
Cn1c(C(=O)O)c(CC(=O)NCC2COc3ccccc3O2)c2ccccc21 (stereo not given),-2,-4,13,1.3,-12,2,10,11
Cc1cccc(-n2c(C)cc(/C=N/NC(N)=S)c2C)c1,16,3,17,1.0,-13,-7,5,12
Cc1ccc(NC2CCCN(C(=O)CCN3CCCCO3)C2)cc1C (stereo not given),-2,-9,0,1.5,23,-2,-8,13
COc1ccccc1N1CCN(C(=O)c2cc3cc(F)ccc3[nH]2)CC1,11,-4,45,0.8,2,-2,-4,9
COc1ccc(CCN=CC2=C(O)CC(C)(C)CC2=O)cc1,16,-2,2,-2.1,10,-2,3,1
COC(=O)C1=C(C)NC(C)=C(C(=O)OC)C1c1ccc(N(C)C)cc1,8,0,-28,0.4,-4,-4,1,-12
O=C1c2ccccc2C(=O)N1c1nc2nccc(-c3ccccc3)n2n1,7,-1,12,-1.4,14,0,-14,-4
O=C(CNCC1CCCCC1)Nc1ccc(OC(F)(F)F)cc1,10,1,1,-1.5,-16,-4,-2,17
CCOc1ccc(OCC)c(NC(=O)CN2CCN(c3cccc(C)c3C)CC2)c1,-9,-3,13,-1.3,14,-3,6,-31
Cc1ccc2oc(C(F)(F)C(F)F)cc(=O)c2c1,11,1,15,1.1,25,2,-18,2
C#CCOCCOCCOCCNc1nc(N2CCN(C(=O)C(Cc3ccc(O)cc3)n3cc(C(N)CC(C)C)nn3)CC2)nc(N2CCN(C(=O)C(Cc3ccc(O)cc3)n3cc(C(N)C(C)CC)nn3)CC2)n1 (stereo not given),-7,0,21,0.0,-7,10,-8,-15
CSCC[C@H](NC(=O)Nc1cccc(C(F)(F)F)c1)C(=O)O,14,-1,1,-0.6,11,-2,7,4
Nc1cc(=O)[nH]c(SCc2ccccc2Cl)n1,-2,0,4,-0.2,18,-2,4,-12
CC1(C)Cc2c(sc(NC(=O)C(=O)N3CCCC3)c2C#N)CO1,-8,1,27,1.9,26,-2,17,20
NC(CCC(=O)O)C12CC3CC(CC(C3)C1)C2 (stereo not given),21,0,1,-0.9,1,-3,-1,18
CCn1c(SCC(=O)N/N=C/C=C/c2ccco2)nnc1-c1ccccc1,-4,-4,12,1.5,18,-3,4,13
O=C(/C=C/c1ccco1)NCCc1ccccc1,19,4,-1,2.8,-31,-1,-31,-37
COc1ccc(Cl)cc1NS(=O)(=O)c1c(C)nc2sccn2c1=O,-63,0,14,0.7,-2,-2,2,-4
COc1ccc(C2C(C#N)=C(N)Oc3c2c(C)nn3-c2ccccc2)cc1Cn1nc(C)c([N+](=O)[O-])c1C (stereo not given),-11,-5,30,0.0,-2,-3,0,3
CCS(=O)(=O)Nc1cccc(C(=O)O)c1,8,0,7,0.8,-6,-4,7,19

# Some of these compounds in order of their number in 697 NFkB inh, descending:
SMILES,APJ antagonist,Mdm2 MdmX PPI,Jurkat NFkB inh,697 NFkB inh
Cn1c(C(=O)O)c(CC(=O)NCC2COc3ccccc3O2)c2ccccc21 (stereo not given),-2,-12,10,11
COc1ccccc1N1CCN(C(=O)c2cc3cc(F)ccc3[nH]2)CC1,11,2,-4,9
C#CCOCCOCCOCCNc1nc(N2CCN(C(=O)C(Cc3ccc(O)cc3)n3cc(C(N)CC(C)C)nn3)CC2)nc(N2CCN(C(=O)C(Cc3ccc(O)cc3)n3cc(C(N)C(C)CC)nn3)CC2)n1 (stereo not given),-7,-7,-8,-15
